From PubChem
FLuc inhib CS: firefly luciferase enzyme inhibitors, primary screen, artefact control for luciferase-based inhibitor screens, biochemical, luminescence, ATPLite. Luciferin 4-monooxygenase (Photinus pyralis), P08659. 10 min. inhibition, % at 10 µM. 200,000 tested, 1.5% active. AID 1006, 2008;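 active means inhibition above about 50% when tested at 10 µM, limit read from the data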
Target sequence (P08659 whole entry, looked up): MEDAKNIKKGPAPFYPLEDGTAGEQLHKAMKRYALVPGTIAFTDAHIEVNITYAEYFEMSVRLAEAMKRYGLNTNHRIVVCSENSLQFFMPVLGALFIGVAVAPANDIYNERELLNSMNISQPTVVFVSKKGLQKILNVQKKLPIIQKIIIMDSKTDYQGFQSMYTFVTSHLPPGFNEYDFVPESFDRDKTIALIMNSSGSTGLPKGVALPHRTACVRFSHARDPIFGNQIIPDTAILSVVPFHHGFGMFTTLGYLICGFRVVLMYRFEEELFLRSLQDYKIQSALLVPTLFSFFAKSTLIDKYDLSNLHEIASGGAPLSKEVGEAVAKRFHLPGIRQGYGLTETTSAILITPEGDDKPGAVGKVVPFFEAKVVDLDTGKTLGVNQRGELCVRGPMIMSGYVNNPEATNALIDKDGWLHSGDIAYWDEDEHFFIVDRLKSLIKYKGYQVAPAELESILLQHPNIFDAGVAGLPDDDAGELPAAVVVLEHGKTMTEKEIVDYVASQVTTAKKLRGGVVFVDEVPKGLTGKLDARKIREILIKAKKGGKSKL
NF-kB expr up: activators of NF-kB expression in neurons, primary screen, cell-based, HTS. human neuronal cells, NF-kB reporter expression; hits give high values. fold change at 12.5 µM. 190,000 tested, 1.6% active. AID 1239, 2008; in the data active means fold change above about 3.3
G6PDH counter: L. mesenteroides G6PDH inhibitors, counter-screen for G6PDH-coupled screening assays, biochemical, Leuconostoc mesenteroides enzyme. glucose-6-phosphate dehydrogenase [Leuconostoc mesenteroides]. Purified L. mesenteroides G6PDH, diaphorase/resazurin coupled fluorescence, 45 min. inhibition, % at 5 µM. 200,000 tested, 0.12% active. AID 1020, 2008; in the data active means inhibition above about 50%
Diaphorase act: compounds boosting diaphorase resazurin reduction – biochemical, uHTS, resorufin fluorescence, counter-screen for diaphorase-coupled primary assays, primary screen. 190,000 tested, 0.005% active. AID 1229, 2008. Diaphorase/resazurin coupled assay, 16 min; hits give high values; 1 = vehicle wells, 0 = NADH-free wells. activation factor at 20 µM;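 active means diaphorase activity raised at least twofold by the compound at 20 µM; inactive means activation factor below 2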
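Material: purified diaphorase enzyme from Clostridium kluyveri / Medium: HEPES pH 7.4 buffer with MgCl2 and Tween 20 / Schedule: enzyme reaction of 16 min at room temperature / Measured by: resorufin fluorescence, excitation 544 nm, emission 590 nm / Evaluation: rise in resorufin formation, marking diaphorase activation or chemical reduction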
APP 5'UTR act: activators of APP 5'UTR luciferase reporter, primary screen, SH-SY5Y cells | SH-SY5Y APP 5'UTR luciferase reporter, luminescence; zero percent = DMSO vehicle wells | activation, % at 2 µM | 190,000 tested, 1% active | AID 1276, 2008;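 active means activation above a set limit, based on mean plus 3 SD of controls, cut at about 140% in these data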; further: values of inactives mirror those of a sister screen read the other way
APP transl inh: inhibitors of APP translation via 5'UTR reporter, primary screen, APP 5'UTR luciferase, SH-SY5Y cells. SH-SY5Y APP 5'UTR-luciferase reporter, luminescence. inhibition, % at 2 µM. 190,000 tested, 0.82% active. AID 1285, 2008;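 active means inhibition above a set limit, derived from the sample mean plus 3 SD, cut at about 45% in these data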; further: values of inactives mirror those of a sister screen read the other way
TLR4 MyD88 comp: inhibitors of TLR4-MyD88 association in cells, primary screen, cell-based, HeLa CL3-4, BLA complementation, FRET ratio; 200,000 tested, 0.18% active; inhibition, % at 8.4 µM; HeLa CL3-4 TLR4/MyD88 BLA complementation; AID 861, 2007; Toll-like receptor 4 (Homo sapiens) + Myeloid differentiation primary response protein …; in the data active means inhibition above about 25%;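 further: 0% = vehicle and 100% = reference inhibitor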
FLuc stim CS: FLuc activators, initial screening, artefact control for FLuc-dependent activation tests, biochemical, ATPlite luminescence; Luciferin 4-monooxygenase (Photinus pyralis), P08659; ATPlite luciferase biochemical, 10 min; 0 = ATP-free wells, 1 = DMSO control; activation factor at 10 µM; 200,000 tested, under 10 active; AID 1027, 2008;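 active means luciferase activation factor, scaled between plate controls, of at least 2 with compound at 10 µM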
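Material: Luciferase/luciferin reagent mix; Doses: test compounds dosed from 2 mM stocks in 100% DMSO; Schedule: 10 min incubation after luciferase reagent addition, room temperature; Measured by: luminescence from luciferase reaction; Read-out: luminescence gain marking luciferase activators.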
STAT1 act: STAT1 signaling activators, primary screen, cell-based, HTS, luciferase reporter | NIH 3T3 STAT1-luciferase reporter, IFN-gamma, luminescence; 100% = IFN-gamma alone, no compound | activation (% of control), % at 5.5 µM | 200,000 tested, 2.6% active | AID 932, 2007;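 active means activation above the screen-wide mean activation plus 3 SD, cut at about 130% in these data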;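 further: raw ratio to IFN-gamma control signal so 100% means no change and 0% no light; values of inactives mirror those of a sister screen read the other way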
Diaph inh CS: diaphorase inhibitors and chemical oxidizers, primary screen, counter-screen for diaphorase-coupled primary assays, biochemical, uHTS, resorufin fluorescence; 190,000 tested, 0.69% active; AID 1217, 2008; inhibition, % at 20 µM; diaphorase resazurin-to-resorufin fluorescence, NADH, 16 min; bacterial (C. kluyveri) enzyme, not human;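 active means primary screen inhibition at 20 µM above a set limit, cut at about 50% in these data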;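 further: plate controls were DMSO with full reaction for no effect and wells lacking NADH for full effect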
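Benchmarks: positive control wells lacking NADH, neutral wells with DMSO only. System: bacterial diaphorase enzyme (C. kluyveri). Input: 0.14 U/mL diaphorase, enzyme working solution. Detection: resorufin fluorescence, excitation 544 nm, emission 590 nm. Times: 16-min room-temperature incubation before reading.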
Active calls of the source: *; / = no result given.

structure	Diaphorase act	APP transl inh	STAT1 act	Diaph inh CS	TLR4 MyD88 comp	G6PDH counter	NF-kB expr up	APP 5'UTR act	FLuc stim CS	FLuc inhib CS
Cc1ccc(Cl)cc1N1CCN(C(=O)C(=O)N2CCCCC2)CC1	0.9	-22	92	12	1	4	1.2	22	1	-2
CC1(C)SC(=S)N(NC(=O)Nc2ccccc2)C1N(O)C(=O)Nc1ccccc1 (stereo unspecified)	0.9	5	95	6	12	6	1.2	-5	1	-4
CN(C)C(=O)N1CCCC(C(=O)NCc2cccs2)C1 (stereo unspecified)	0.9	10	102	6	-8	-13	0.98	-10	1	0
C=CCn1c(-c2ccccc2OCC)n[nH]c1=S	0.9	-7	97	6	-13	0	0.94	7	1	1
COc1ccc(-c2nn(-c3ccccc3)cc2/C=C\C(=O)Nc2ccc(C(=O)O)cc2)cc1	0.6	7	103	38	5	8	0.59	-7	1	-3
O=C(COc1ncnc2ccccc12)NC(=O)NCc1ccccc1	/	-19	106	/	-9	/	1	19	/	/
COc1cc(C(=O)NCC(c2ccco2)N(C)C)cc(OC)c1OC (stereo unspecified)	1	-22	98	4	14	12	1.1	22	1	-1
CC1=CC(C)(C)Nc2cc(C)c(C)cc21	0.7	-6	104	35	-2	5	1.2	6	1	-1
Cc1ccc(Oc2ccc(Cl)cc2N)cc1	0.8	2	122	18	-7	10	1.8	-3	1	1
CCNC(=O)NNC(=O)C1CC(c2cccs2)=NO1 (stereo unspecified)	0.9	3	100	8	-1	7	1.1	-3	1.1	-7
Cc1ccc(NC(=O)NCCCc2ccccc2)cc1	1	-41	102	1	-7	5	1.6	41	1	0
COc1ccc(C)cc1NC(=O)c1cnc2n(c1=O)CCS2	0.9	-14	108	12	-5	-1	1.1	14	1	-4
O=C(Nc1ccccc1)OC1CCC2CC1CCC2OC(=O)Nc1ccccc1 (stereo unspecified)	0.9	14	90	10	-15	1	0.97	-14	1	-3
COc1cccc(-c2nc3ccc(O)cc3c(=O)o2)c1	0.8	-16	114	19	18	5	1.2	16	0.5	45
CCN(CC)S(=O)(=O)c1ccc(N=NC2=C(O)CC(C)(C)CC2=O)cc1	0.8	-7	99	19	-8	2	0.86	7	1	-4
Cc1nnc(SCc2nc3ccccc3s2)n1-c1ccccc1	0.9	-85	112	8	-2	15	1.1	85	1	5
CN(O)C(=O)Nc1ccc([N+](=O)[O-])cc1	0.8	11	91	21	22	10	0.99	-11	1.1	-6
Oc1ccc2ccccc2c1CN1CCCC1	0.6	18	95	40	-4	30	0.9	-19	1	-4
COc1cc2c(cc1OC)C(CSc1ccccc1C(=O)O)=NC(C)(C)C2	0.9	-38	92	12	6	1	0.96	38	1	-5
C=CCN1C(=O)N(c2ccc(Cl)cc2)C(=O)C1CC(=O)Nc1ccc(F)cc1 (stereo unspecified)	0.9	-4	97	6	16	1	1.5	4	1.1	-8
Cc1nc2sc(C(N)=O)c(N)c2c(C)c1CC(=O)c1ccccc1	1	-42	121	-1	-7	4	1.4	41	0.8	20
O=C(CCCN1C(=O)c2cccc3cccc(c23)C1=O)N1CCN(Cc2ccc3c(c2)OCO3)CC1	0.9	4	93	12	-15	13	0.69	-4	1	-1
Cc1cc(Cl)ccc1OCC(=O)NCC(=O)N/N=C/c1ccco1	1	8	102	-3	3	-3	1.2	-8	1	1
O=C(Nc1ccc(NC(=S)NC(=O)C(c2ccccc2)c2ccccc2)cc1)c1ccccc1	/	1	109	/	-6	/	/	-1	/	/
CCCCCNc1nc(-c2ccccc2)nc(-n2ccnc2)n1	1.1	-15	99	-5	-6	10	1.3	15	1.1	-9
COc1ccc(OC)c(N=C(C)C2=C(O)COC2=O)c1	0.8	10	99	23	-3	2	1	-10	1.1	-7
COc1cc(OC)cc(C(=O)N[C@H](C(=O)OCC(N)=O)C(C)C)c1	0.8	0	101	16	-8	1	1.1	-1	1	-3
CCC(=O)Nc1ccc(C(=O)CSc2nnc(-c3ccccc3F)n2CCc2ccccc2)cc1	0.9	6	95	14	-8	-20	0.89	-5	1.1	-6
O=C(O)C1CSC2(CCN(Cc3ccccc3)CC2)N1 (stereo unspecified)	0.9	2	95	11	-13	3	1.2	-2	1.1	-7
Nc1c(C(=O)c2ccco2)oc2ccccc12	1	10	118	4	13	0	1	-10	1	-1
Cc1cnc(C(=O)OCC(=O)Nc2cccc(S(=O)(=O)N3CCCCC3)c2)cn1	0.9	3	108	8	-9	0	1.1	-3	1.1	-9
CC1(C)CC1C(=O)Nc1ccc([N+](=O)[O-])cc1Br (stereo unspecified)	0.9	11	101	14	-9	-2	1.2	-11	1	-3
O=C(CCCN1C(=O)/C(=C/c2cccs2)SC1=S)Nc1ccccn1	0.8	-29	93	16	13	20	1.5	29	1	2
Cc1ccccc1NS(=O)(=O)c1ccc2c(c1)n(C)c(=O)n2C	0.9	-4	91	11	-6	14	1.1	4	1.1	-9
Cc1cccc(NC(=O)CSc2nc3ccccc3o2)c1	0.9	-99	101	8	-2	-16	3	99	1	1
CCN1C(C(=O)c2ccccc2)=C(Nc2ccccc2C)c2ccccc2S1(=O)=O	0.9	-8	100	15	5	6	0.97	8	1	-3
CCNS(=O)(=O)c1ccc(CCC(N)=O)cc1	1	-29	101	-1	0	3	1.4	29	1.1	-7
O=c1c2ccccc2c(-c2ccc(Cl)cc2)nn1-c1ccccc1	0.8	/	89	20	1	-28	0.88	/	1	-1
O=C(CN1C(=O)CSC1=O)Nc1ccccc1F	0.9	4	88	12	2	9	1.1	-4	1	-2
Cc1nc2ccccn2c1C(=O)NC1CCCC1	0.9	6	103	9	-8	14	1.1	-6	1.1	-12
Cc1ccc(C(=O)Nc2nccs2)cc1	0.9	-91	106	10	-5	8	3.5*	91	0.2	83*
Cc1ccc(S(=O)(=O)Oc2ccc(/C=C(/NC(=O)c3ccccc3)C(=O)O)cc2)cc1	0.9	1	96	12	-6	9	1.1	-1	1.1	-5
CCCS(=O)(=O)NCc1ccc2c(c1)cc(C)n2C	0.9	-18	104	9	0	4	1	18	1	0
CCCSc1nc2c(c(=O)[nH]c(=O)n2C)n1Cc1ccc(C)cc1	0.9	-7	92	10	-12	1	0.83	7	1.1	-5
Cc1ccc(-c2nnn(CC(=O)N(c3cccc(F)c3)C(C(=O)NC(C)(C)C)c3ccco3)n2)o1 (stereo unspecified)	1	25	94	2	-4	0	1.6	-25	1	-3
CCC(C)c1ccc(NC(=O)COC(=O)c2nc3nccc(C)n3n2)cc1 (stereo unspecified)	1	7	117	-2	-19	-1	1.2	-7	1	3
O=C1CCCCCN1CP(=O)(O)CN1CCOCC1	0.9	/	/	10	/	9	/	/	1.1	-9
Cc1c(C(=O)OCCOc2ccccc2)[nH]c2c1C(=O)CCC2	1.1	-87	117	-7	3	2	3.5*	87	0.8	16
CC(C)c1ccccc1NS(C)(=O)=O	1.2	-1	110	-16	5	9	0.99	1	1	-4
COc1ccccc1NC(=O)C(C)NS(=O)(=O)c1ccccc1 (stereo unspecified)	0.9	4	96	8	10	10	1.3	-4	1	-4

Further structures.
structure	Diaphorase act	APP transl inh	STAT1 act	Diaph inh CS	TLR4 MyD88 comp	G6PDH counter	NF-kB expr up	APP 5'UTR act	FLuc stim CS	FLuc inhib CS
COc1ccc(C2CC(=O)C3=C(C2)Nc2ccccc2N(C(=O)C2CC2)C3c2cccnc2)cc1OC (stereo unspecified)	0.8	8	100	16	-4	0	0.99	-8	1.1	-9
Oc1ccc(/C=C/c2ccc3ccccc3n2)cc1	0.8	-55	33	20	-3	3	2.6	55	0.1	86*
CCN(c1cccc(C(F)(F)F)c1)S(=O)(=O)c1ccc2c(c1)CCN2C(C)=O	0.9	1	95	8	-7	1	1.4	-1	1	0
c1cc2c(c(NCc3ccncc3)c1)CCCC2	1	10	92	-5	10	7	1	-10	1	-2
O=C(C1=C[C@H](c2ccc(C(F)(F)F)cc2)C[C@H](OCc2ccc(CO)cc2)O1)N1CCOCC1	0.9	-2	93	9	-13	14	1.3	2	1.1	-6

2 compounds from above, showing only Diaph inh CS, NF-kB expr up and FLuc inhib CS:
Molecule | Diaph inh CS | NF-kB expr up | FLuc inhib CS
COc1ccc(C2CC(=O)C3=C(C2)Nc2ccccc2N(C(=O)C2CC2)C3c2cccnc2)cc1OC (stereo unspecified) | 16 | 0.99 | -9
Oc1ccc(/C=C/c2ccc3ccccc3n2)cc1 | 20 | 2.6 | 86*
